Lipid droplet: inhibitors of hepatocyte lipid droplet formation, primary screen, imaging, high-throughput imaging, BODIPY stain; inhibition, % at 6.5 µM; AML12 mouse hepatocytes, oleate lipid droplets; 0.4% of 240,000 active; AID 1656, 2009;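 active = lipid droplet intensity inhibited by at least 50%, with more than 500 cells counted; inconclusive = wells with under 300 cells, treated as cytotoxic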
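Assay system: AML12 hepatocytes (mouse) / Also added: 100 µM oleic acid challenge / Times: overnight treatment with compound plus oleate / Detection: high-content imaging of BODIPY-stained droplets and DAPI nuclei / Evaluation: % inhibition of lipid droplet signal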
West Nile antiviral: West Nile virus antiviral activity, cell-based, CPE readout (AID 1621) | West Nile virus-infected cells, CPE inhibition; higher % means a stronger effect | one-dose CPE inhibition, % at 10 µM; IC50 in µM for titrated hits | 0.02% of 290,000 active; in the data active = a potency from the dose series; inconclusive = CPE inhibition mostly from about 3.7% at the one dose, without a potency; inactive = the rest, 99 in 100 with CPE inhibition below about 2.2%; note: strong numbers were not always called active
b-catenin transl: modulators of beta-catenin nuclear translocation, primary screen, imaging, HeLa cells, immunofluorescence, high-content | nuclear translocation activity, % at 5 µM | 0.3% of 190,000 active | AID 1665, 2009;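 active = nuclear translocation activity above 50% at 5 µM, with a well cell count of 50 or more; inconclusive = wells under 50 cells across six images, flagged as toxic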;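 note: per-cell ratio of nuclear to cytoplasmic median beta-catenin stain intensity; plate controls were DMSO negative control for no effect and GSK-3 inhibitor IX positive control for full effect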
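Technique: fluorescence imaging of beta-catenin antibody stain plus DAPI / Material: human HeLa cell line / Incubation: compound treatment 24 h, 37°C, 5% CO2 / Read-out basis: % activation of per-cell nuclear versus cytoplasmic median beta-catenin signal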
T cell modulator: modulators of CD8 T cell-vesicle binding, primary screen, mouse 2C CD8+ T cells, flow cytometry | 2C CD8+ T cell-vesicle binding; active compounds read low | calls only at 7 µM | 0.068% of 330,000 active | AID 2052, 2009;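 active = response, share of CD8 T cells binding vesicles, and their 90th percentile fluorescence all below set limits, cut at about 80% in these data, passing the limit was not always enough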
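Benchmarks: naked versus QL9-loaded vesicles / Assay system: purified 2C TCR transgenic mouse naive CD8+ T cells / Technique: high-throughput flow cytometry with anti-B7-1 and anti-CD8 staining / Timing: Cell–vesicle co-incubation 1.5 h at 37 °C, staining 20 min on ice / Read-out: percent CD8+ FL2 mean versus row control / Probe or stimulus: QL9-loaded Drosophila micro-vesicles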
Autophagy HCS: autophagy modulators in MEF cells, primary screen, imaging, high-content, MEF GFP-LC3. MEF GFP-LC3 puncta imaging; test concentration mostly 10 µM. calls only at 10 µM (by protocol). 0.98% of 190,000 active;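 active = percentage of spot-positive cells more than 3 SD above its plate mean, without a fluorescence outlier flag or 80% toxicity; inconclusive = no clear call, values can overlap the other calls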;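 note: spot-positive cell cutoff set from DMSO-treated cells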
MT stabilizer: microtubule stabilizers in HeLa cells, primary screen, imaging, high-content imaging; HeLa tubulin immunostaining HCS, 24 h; share of cells brighter than vehicle mean+2SD; % tubulin-high responders, % at 10 µM; 0.83% of 200,000 active;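 active = plate Z-score above 3 for both tubulin-high and condensed-nucleus cell shares, with cell loss under 80%, at 10 µM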;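 note: anti alpha tubulin signal scored within the nucleus-defined area of each cell; some results filed as inactive read as strong as hits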
Ins promoter up: insulin promoter activators in MIN6 cells, imaging, high-content screening, mouse beta cells; MIN6 insulin promoter-GFP reporter; active compounds read high; z-score at 5 µM; 0.3% of 190,000 active; AID 1625, 2009;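 active = z-score above 3 at 5 µM with at least 500 cells counted in the well; inconclusive = wells under 500 cells, flagged as cytotoxic or low count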
WT yeast gro inh: growth inhibition of WT strain, primary screen, mitochondrial fusion inhibitor project, WT and mutant strains, chemical genetic; mitochondrial fusion phenotypic screen; inhibition, % at 10 µM; 2.1% of 190,000 active; in the data active = inhibition above about 58%; tested in S. cerevisiae
Myeloid diff 2: induction of myeloid progenitor differentiation, primary screen, cell-based, flow cytometry, MLPCN library; ER-HoxA9 myeloid progenitors, lysozyme-GFP differentiation; calls only at 10 µM; 1% of 360,000 active; AID 624256, 2012;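 active = normalized GFP-positive differentiation at or above the plate's own cutoff, the solvent-only control mean plus 3 SD; inconclusive = no clear call, values can overlap the other calls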;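 note: cells exposed to compound for four days before flow analysis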
WT yeast gro inh mutant strain: recorded beside WT yeast gro inh, whose call it bears; inhibition, %; mitochondrial fusion phenotypic screen, mutant strain inhibition
Ins promoter up cell count: second read-out of Ins promoter up, no call of its own (marks repeat the call); cell count; measured here: cytotoxicity, nuclei count;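 total cells summed across four imaged fields per well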
Lipid droplet cells 6.5 µM: recorded beside Lipid droplet, whose call it bears; cell count; measured here: cell count, cytotoxicity flag;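 cells counted across two imaged fields per well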
b-catenin transl cell count 5 µM: also measured in b-catenin transl; calls as there; cell count; measured here: cell count, cytotoxicity flag
T cell modulator vesicle-bound %: recorded beside T cell modulator, whose call it bears; double positive events, %; measured here: CD8+ vesicle-bound cell fraction;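 binding gate set so that unloaded-vesicle control wells show 10% double positive cells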
MT stabilizer Hoechst-high %: second read-out of MT stabilizer, no call of its own (marks repeat the call); % Hoechst-high responders; measured here: nuclear condensation Hoechst responders;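 share of cells brighter than vehicle mean plus two SD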
MT stabilizer cytotoxicity %: second read-out of MT stabilizer, no call of its own (marks repeat the call); toxicity, %; measured here: cytotoxicity by cell density;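 0% = mean cell density of plate MIN control wells and 100% = no cells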
Autophagy HCS cell loss 18 h: further read-out of Autophagy HCS, marked with its call; toxicity, %; measured here: cell loss, nuclei count;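 cell loss after 18 h compound exposure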
Myeloid diff 2 GFP+ MAC1+ %: second read-out of Myeloid diff 2, no call of its own (marks repeat the call); GFP+ MAC1+ double positive, %; measured here: differentiation confirmed by MAC1 staining
* hit, by the source's call; i = inactive; u = inconclusive; x = not tested or not shown; + = active, no number. Rows are unselected; overall some 3.9% were active at least once.

SMILES,Lipid droplet,Lipid droplet cells 6.5 µM,West Nile antiviral,b-catenin transl,b-catenin transl cell count 5 µM,T cell modulator,T cell modulator vesicle-bound %,Autophagy HCS,Autophagy HCS cell loss 18 h,MT stabilizer,MT stabilizer Hoechst-high %,MT stabilizer cytotoxicity %,Ins promoter up,Ins promoter up cell count,WT yeast gro inh,WT yeast gro inh mutant strain,Myeloid diff 2,Myeloid diff 2 GFP+ MAC1+ %
CCOC(=O)c1sc(=S)n(CC)c1NC(=O)c1ccccc1,0.8,677,0.5%,0.3,1328,i,4.1,x,x,x,x,x,-0.32,1067,x,x,i,0.3
c1ccc(Cn2c(NCc3ccncc3)nc3ccccc32)cc1,-8.6,692,-1.1%,-1.2,1463,i,4.3,i,15.3,3.9,1.8,3.6,-0.04,1541,15.0,-8.9,i,0.2
CCc1c(C)nc(SCC(=O)NNC(=O)c2ccco2)[nH]c1=O,-17.8,652,0.2%,x,x,i,9.4,x,x,x,x,x,x,x,x,x,+,5.7*
COc1ccc(OC)c(-c2cc(-c3cccnc3)nc(N)c2C#N)c1,1.1,693,0.2%,0.6,1346,i,27.2,x,x,x,x,x,-0.03,1062,x,x,x,x
CN1CCN(C(=O)/C(=C\c2ccc3c(c2)OCO3)NC(=O)c2cccs2)CC1,3.2,704,-0.3%,1.2,1037,i,62.8,i,-4.0,1.7,1.1,6.7,0.04,1299,10.8,27.6,i,0.4
COc1ccc(NC(=O)CN2CCN(CC(=O)Nc3ccccc3Cl)CC2)c(OC)c1,5.6,738,0.3%,x,x,i,26.0,i,-6.4,1.2,1.0,7.2,-0.89,973,9.9,14.0,i,0.7
O=C(C[n+]1cc(-c2ccccc2)n2c1CCC2)OCc1ccccc1,2.8,599,0.2%,0.7,1037,i,34.5,i,21.2,6.9,3.0,0.8,0.52,1372,5.8,12.4,i,0.6
N#Cc1cn(Cc2cccc(Cl)c2)c2ccccc12,-0.3,784,-0.1%,-2.5,1122,i,28.5,i,2.8,3.0,3.1,0.5,0.33,1086,-24.0,5.5,i,0.8
COc1cc(NC(=S)NC(=O)CCc2ccccc2)cc(OC)c1,-8.2,838,-1.3%,x,x,i,19.2,x,x,x,x,x,x,x,x,x,i,1.0
CCOC(=O)c1cn(CC)c2cc(N3CCN(C)CC3)c(F)cc2c1=O,34.7,679,-0.6%,x,x,i,37.0,x,x,x,x,x,x,x,x,x,i,0.1
Cc1oc2ccc(NS(=O)(=O)c3cccc4cccnc34)cc2c1C(=O)OC(C)C,-11.2,684,-1.1%,x,x,i,45.1,i,11.3,3.4,2.0,9.8,-0.59,1191,-1.6,-14.8,i,0.8
COc1ccccc1NC(=O)CSc1nnc(-c2ccco2)n1Cc1ccco1,x,x,-1.1%,2.3,1063,i,49.8,i,18.6,4.0,1.3,2.7,-1.29,1377,0.6,-1.0,i,0.3
CSc1ccccc1C(=O)C1CCCN(C(=O)CCc2cccnc2)C1 (stereo not drawn),3.1,674,-1.2%,-4.1,1012,i,20.1,i,-2.7,1.4,1.2,4.4,0.3,1720,-8.3,11.1,i,0.6
COCCNC(=S)N(C)C1(c2ccccc2Cl)CCCCC1=O (stereo not drawn),-26.4,685,1.7%,-3.3,1135,i,21.1,i,-3.6,3.6,2.7,6.2,-0.41,1316,2.6,13.2,i,0.4
COc1ccccc1NC(=O)C1=C(C)NC(=O)NC1c1ccc(C)s1 (stereo not drawn),-0.3,679,0.7%,-4.0,1138,i,9.4,i,4.7,3.2,2.2,2.6,0.43,1504,-2.8,1.8,i,0.6
CCSc1nc2c(cnn2-c2ccc(C)c(C)c2)c(=O)[nH]1,x,x,0.3%,2.2,978,i,17.5,i,9.4,8.6,2.0,8.4,1.77,964,17.9,-0.5,i,2.7
O=C(COC(=O)c1ccc2[nH]c3c(c2c1)CCCC3)Nc1ccccc1,33.6,608,-0.6%,x,x,i,56.5,i,-18.8,1.6,3.8,7.9,-1.1,1240,-1.6,-12.6,i,0.1
CSc1ncccc1C(=O)OCC(=O)c1ccc2c(c1)NC(=O)CO2,0.1,720,-0.1%,0.5,1334,i,31.0,x,x,x,x,x,0.01,1492,x,x,i,0.5
CCN(CC)S(=O)(=O)c1ccc(NC2CCCc3ccccc32)nc1 (stereo not drawn),27.0,781,-1.5%,-2.9,1246,i,29.7,i,-7.9,3.0,2.6,5.2,-1.02,911,4.8,-10.1,i,0.3
O=C(CCCC(=O)c1ccccc1)NCCc1ccccc1,3.7,800,-0.5%,x,x,i,14.8,x,x,x,x,x,x,x,x,x,i,0.6
COCCc1nc2ccc(C(=O)N3CCCCC3COC)cc2o1 (stereo not drawn),11.4,760,0.3%,x,x,i,23.9,x,x,x,x,x,x,x,x,x,i,6.2
Cc1cccc(-c2noc(CNC(=O)COc3ccccc3C)n2)c1,-48.2,640,-0.7%,x,x,i,8.9,x,x,x,x,x,x,x,x,x,i,0.3
COc1cccc(S(=O)(=O)Nc2noc3ccccc23)c1,-0.1,840,0.6%,x,x,i,22.3,x,x,x,x,x,x,x,x,x,i,0.7
COc1ccc(CNC(=O)CN(C(=O)c2ccc(CN3CCOCC3)o2)C2CCCC2)cc1,3.0,752,0.0%,4.9,447,i,25.1,i,10.5,2.4,2.2,7.4,x,x,-5.8,-0.6,i,2.9
O=Cc1cn(CC(O)Cn2cc(C=O)c3ccccc32)c2ccccc12,10.9,868,1.1%,x,x,i,9.3,x,x,x,x,x,x,x,x,x,i,1.1
Cc1c(CN2CCC(CO)(Cc3cccc(C(F)(F)F)c3)CC2)c2ccccc2n1C,-52.5,527,-1.8%,-3.0,916,i,61.8,i,25.4,3.1,2.7,0.3,-0.4,1054,24.3,19.6,i,0.6
CN(C)/C=C(/C(=O)c1ccc(F)cc1)S(=O)(=O)c1ccc(F)cc1,-4.6,505,-0.4%,0.4,1527,i,52.4,i,18.2,3.0,1.1,4.2,x,x,3.3,7.6,i,0.3
O=C(NCc1nc2ccccc2[nH]1)C1=C[C@@H](C2CCCCC2)C[C@@H](OCc2ccc(CO)cc2)O1,-12.3,723,u,0.3,1190,i,11.7,i,-13.4,4.1,9.5,3.4,0.45,1375,-65.2,4.2,i,4.0
COC(=O)Cn1cccc1C(=O)c1ccccc1,x,x,0.0%,-2.2,780,i,7.4,i,-3.1,3.6,1.9,6.4,-0.24,1126,18.2,23.7,i,3.5
NC(=O)c1c(NC(=O)c2ccco2)sc2c1CCC2,0.1,757,-0.5%,x,x,i,37.2,i,-11.5,1.0,1.1,4.2,0.94,794,-3.5,-7.8,u,x
CCOc1ccc(N2CC(O)=C(c3ccccc3)C2=N)cc1,17.2,549,0.5%,-2.1,1091,i,56.5,i,-10.3,4.1,2.4,9.8,0.65,1305,-10.4,-14.8,i,0.0
Cc1cc(C)nc(/N=C(\N)N2CCCCC2)n1,20.3,749,0.1%,0.3,1553,i,32.1,i,9.5,2.7,1.9,4.7,-0.61,1689,-4.0,-0.3,i,0.1
CC12CCC(C/C1=N\N=C1\NC(=O)/C(=C\c3cccc(Br)c3)S1)C2(C)C (stereo not drawn),-46.4,496,-1.4%,3.0,876,i,36.3,i,-11.6,3.3,3.5,2.9,-0.08,1186,19.7,17.3,i,0.3
CN(C)c1ccc(-c2cccc(C3CC=CC4C3C(=O)N(Cc3ccccc3)C4c3ccc4ccccc4c3)c2)cc1 (stereo not drawn),3.0,734,-0.8%,-1.0,1113,i,43.6,x,x,x,x,x,x,x,x,x,i,0.4
